# TcdB inh – blocks C. difficile toxin B glycohydrolase activity; P18177; TcdB glycohydrolase enzymatic assay, plate reader; inhibition, % at 9.99 µM; hit rate 0.24% among 350,000; AID 652162; in the data active = inhibition above about 10%
# VHR inh abs – blocks human VHR1 dual specificity phosphatase. inhibition, % at 13.3 µM. hit rate 0.52% among 290,000. P51452. recombinant VHR phosphatase, pNPP absorbance. AID 1654; in the data active = inhibition above about 50%; also: some compounds called inactive have numbers as strong as hits
# Target sequence (P51452 whole entry, looked up): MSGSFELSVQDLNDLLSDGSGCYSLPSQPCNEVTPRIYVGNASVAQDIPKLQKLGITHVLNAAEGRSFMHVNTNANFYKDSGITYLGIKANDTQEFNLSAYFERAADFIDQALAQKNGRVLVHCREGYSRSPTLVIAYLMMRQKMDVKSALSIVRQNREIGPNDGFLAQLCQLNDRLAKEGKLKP
# SSB-PriA inh – K. pneumoniae PriA-SSBct interaction inhibition; AlphaScreen SSBct-PriA binding, biotinylated peptide; inhibition, % at 33 µM; hit rate 0.6% among 430,000; AID 1272365; in the data active = inhibition mostly above about 37%, no sharp cut-off; inactive = mostly below about 20%;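 also: plate controls were negative control peptide for no effect and reference peptide for full effect; strong numbers were not always called active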
# PrPC surface inh – reduces human prion protein on the cell surface | cell surface PrPC, TR-FRET read-out | AID 720596 | hit rate 0.43% among 370,000 | inhibition, % at 13.8 µM | P04156; in the data active = inhibition above about 24%; also: 0% = median of the test wells and 100% = reference compound wells
# 3CLpro inhibitor – SARS-CoV 3CLpro protease inhibition; P0C6X7; recombinant SARS-CoV 3CLpro, quenched FRET peptide cleavage; hit rate 0.14% among 290,000; inhibition, % at 6 µM; in the data active = inhibition above about 12%
# Rv3671c protease – Rv3671c (M. tuberculosis) protease inhibition; P9WHR9; inhibition, % at 5.96 µM; AID 2606; hit rate 0.048% among 320,000; in the data active = inhibition above about 38%;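 also: extracellular domain of Rv3671c used as enzyme; 0% = enzyme with DMSO and 100% = no enzyme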
# Target sequence (P9WHR9 whole entry, looked up, the tested form may be a part): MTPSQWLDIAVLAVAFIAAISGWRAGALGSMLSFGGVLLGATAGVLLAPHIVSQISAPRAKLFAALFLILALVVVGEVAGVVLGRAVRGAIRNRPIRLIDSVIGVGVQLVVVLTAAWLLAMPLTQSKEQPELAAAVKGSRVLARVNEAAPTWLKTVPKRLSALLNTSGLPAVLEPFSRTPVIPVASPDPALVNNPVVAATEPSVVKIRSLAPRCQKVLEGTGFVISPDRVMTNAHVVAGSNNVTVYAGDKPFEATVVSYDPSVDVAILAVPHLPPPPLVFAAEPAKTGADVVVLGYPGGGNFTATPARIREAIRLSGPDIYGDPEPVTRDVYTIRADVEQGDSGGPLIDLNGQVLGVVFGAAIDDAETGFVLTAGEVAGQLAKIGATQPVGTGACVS
# Vc quorum ag – inducers of Vibrio cholerae quorum light production without autoinducers. hit rate 0.16% among 350,000. activation, % at 18.7 µM. V. cholerae BH1578 lux reporter, luminescence, 6 h; in the data active = activation mostly above about 9.7%, no sharp cut-off; also: not every result past the cut was called active; inactives centre near 0; reference of the scale not given here
# MazF activator – MazEF (E. coli) toxin RNase activation. activation, % at 20 µM. FAM/BHQ RNA-DNA oligo cleavage fluorescence, 5 h. hit rate 0.32% among 350,000. P0AE70; in the data active = activation above about 50%
# Target sequence (P0AE70 whole entry, looked up): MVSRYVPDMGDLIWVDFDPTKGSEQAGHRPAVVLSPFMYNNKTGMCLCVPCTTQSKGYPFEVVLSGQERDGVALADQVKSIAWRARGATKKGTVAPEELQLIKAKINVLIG
# CCHF vOTU inh – blocks the CCHF virus ovarian tumor domain protease. CCHFV vOTU protease, Pep-AMC fluorescence. inhibition, % at 11.5 µM. hit rate 0.55% among 370,000; in the data active = inhibition above about 30%; also: 0% = vehicle wells with enzyme and 100% = no enzyme wells
# Yp Topo-I inh – inhibitors of Yersinia pestis topoisomerase I; Y. pestis Topo-I cleavage product accumulation, plate reader; activity, % at 10 µM; hit rate 0.064% among 360,000; in the data active = activity above about 50%, passing the limit was not always enough; also: inactives centre near 2
# * = called active by the depositor; i = inactive; . = no result given.
cpd | SMILES | TcdB inh | VHR inh abs | SSB-PriA inh | PrPC surface inh | 3CLpro inhibitor
1 | Cc1c(NC(=O)CC(O)(C(F)(F)F)C(F)(F)F)c(=O)n(-c2ccccc2)n1C | 1.6 | -19 | 2 | -5 | -1
2 | CCC1ON(C(C)C)C2c3nc4ccccc4n3CC12 (stereo unspecified) | 1.2 | 11 | 2 | 1 | .
3 | Oc1c(C(Nc2cccc(C(F)(F)F)c2)c2cccnc2)ccc2cccnc12 (stereo unspecified) | . | -7 | -2 | 9 | 7
4 | CC(C)(C)c1ccc(C(=O)Nc2ccc(N3CCOCC3)cc2)cc1 | 1.4 | 28 | 5 | 3 | -7
5 | Nc1nc(SCc2ccccc2)c2ncn(CCO)c2n1 | 0.4 | . | -1 | -3 | .
6 | CCOC(=O)[C@H]1[C@H]2COc3cc(OC)ccc3[C@@H]2N2C(=O)CN(CCc3c[nH]c4ccccc34)C(=O)[C@@]12C | 0.0 | . | 20 | -1 | .
7 | Cc1cccn2c(=O)c3cc(S(=O)(=O)c4ccc(Br)cc4)c(=N)n(C4CCCC4)c3nc12 | 1.8 | 5 | -10 | -4 | -1
8 | COC(=O)c1nnn(-c2nonc2N)c1CSc1nnc(N)s1 | 1.1 | 6 | 4 | -2 | -2
9 | COC(=O)c1ccc(NC(=O)Nc2ccc(C)cc2)cc1 | . | 39 | -21 | 17 | -2
10 | Cn1nccc1C(=O)N1CCN(c2cccc(Cl)c2)CC1 | 1.7 | 25 | -16 | 6 | 4
11 | Cc1nc2c(-c3ccc(Cl)cc3)cnn2c(N)c1-c1ccc(F)cc1 | 1.7 | 7 | -4 | 3 | 2
12 | O=C1NCCCc2nc(Oc3ccccc3)sc21 | . | 22 | -14 | -3 | -2
13 | Cc1ccc2[nH]c3c(c2c1)CN(C(=O)CN(C)CC1OCCO1)CC3 | . | 32 | -9 | -6 | 11
14 | Cc1ccc(CN2CCN(/N=C/c3cccs3)CC2)cc1 | 0.6 | -5 | . | 1 | -11
15 | N#CCc1ccc(NC(=O)c2ccc(S(=O)(=O)N3CCOCC3)cc2)cc1 | -0.6 | 5 | -5 | -3 | 1

cpd | Rv3671c protease | Vc quorum ag | MazF activator | CCHF vOTU inh | Yp Topo-I inh
1 | -12 | i | 2 | -10 | -2
2 | 1 | -0.3 | 0 | 4 | -11
3 | 12 | -0.4 | -22 | 8 | -6
4 | 5 | -1.4 | -1 | 5 | -6
5 | . | i | 4 | -14 | -2
6 | -1 | i | 9 | -10 | 11
7 | 4 | -7.1 | -9 | -2 | -5
8 | 1 | 2.3 | -3 | -4 | -3
9 | -6 | i | 8 | -2 | -3
10 | -1 | i | 3 | 0 | -1
11 | 1 | i | 2 | 4 | -5
12 | 4 | -0.1 | -3 | -1 | 4
13 | -26 | . | 14 | 26 | 2
14 | -8 | -0.1 | 3 | 8 | 11
15 | -93 | 0.9 | 2 | 13 | 2

# Ordered by molar mass (low to high): three of the compounds above
cpd | SMILES | TcdB inh | VHR inh abs | SSB-PriA inh | PrPC surface inh | 3CLpro inhibitor
9 | COC(=O)c1ccc(NC(=O)Nc2ccc(C)cc2)cc1 | . | 39 | -21 | 17 | -2
5 | Nc1nc(SCc2ccccc2)c2ncn(CCO)c2n1 | 0.4 | . | -1 | -3 | .
1 | Cc1c(NC(=O)CC(O)(C(F)(F)F)C(F)(F)F)c(=O)n(-c2ccccc2)n1C | 1.6 | -19 | 2 | -5 | -1

cpd | Rv3671c protease | Vc quorum ag | MazF activator | CCHF vOTU inh | Yp Topo-I inh
9 | -6 | i | 8 | -2 | -3
5 | . | i | 4 | -14 | -2
1 | -12 | i | 2 | -10 | -2

# Reprinted at random: 3 compounds from above.
cpd | SMILES | TcdB inh | VHR inh abs | SSB-PriA inh | PrPC surface inh | 3CLpro inhibitor
6 | CCOC(=O)[C@H]1[C@H]2COc3cc(OC)ccc3[C@@H]2N2C(=O)CN(CCc3c[nH]c4ccccc34)C(=O)[C@@]12C | 0.0 | . | 20 | -1 | .
10 | Cn1nccc1C(=O)N1CCN(c2cccc(Cl)c2)CC1 | 1.7 | 25 | -16 | 6 | 4
7 | Cc1cccn2c(=O)c3cc(S(=O)(=O)c4ccc(Br)cc4)c(=N)n(C4CCCC4)c3nc12 | 1.8 | 5 | -10 | -4 | -1

cpd | Rv3671c protease | Vc quorum ag | MazF activator | CCHF vOTU inh | Yp Topo-I inh
6 | -1 | i | 9 | -10 | 11
10 | -1 | i | 3 | 0 | -1
7 | 4 | -7.1 | -9 | -2 | -5

# The listing picks up; the three compounds before the break are reprinted first.
cpd | SMILES | TcdB inh | VHR inh abs | SSB-PriA inh | PrPC surface inh | 3CLpro inhibitor
13 | Cc1ccc2[nH]c3c(c2c1)CN(C(=O)CN(C)CC1OCCO1)CC3 | . | 32 | -9 | -6 | 11
14 | Cc1ccc(CN2CCN(/N=C/c3cccs3)CC2)cc1 | 0.6 | -5 | . | 1 | -11
15 | N#CCc1ccc(NC(=O)c2ccc(S(=O)(=O)N3CCOCC3)cc2)cc1 | -0.6 | 5 | -5 | -3 | 1
16 | O=S(=O)(/N=C(\c1ccc(F)cc1)N1CCOCC1)c1ccccc1 | -0.5 | . | . | -3 | .
17 | O=C(COC(=O)CCc1c[nH]c2ccccc12)Nc1cccc(Cl)c1 | 0.9 | . | . | 6 | .
18 | COc1ccc(-c2c3c(nc4sc5c(Cl)nc(C)nc5c24)CCC3)cc1 | . | 16 | -18 | . | -2
19 | COc1cc(OC)nc(Nc2nc(C(N)Cc3ccc(F)cc3)cs2)n1 (stereo unspecified) | 1.5 | . | . | -21 | .
20 | COc1ccc2c(C)cc(N3CCN(c4ccc(F)cc4)CC3)nc2c1 | 0.5 | 39 | -6 | -5 | 1
21 | CCn1cc(CNCc2cn[nH]c2-c2cc3ccccc3o2)cn1 | 0.4 | 4 | -32 | -2 | -3
22 | Cc1cc(=O)oc2cc(OCC(=O)OCC(=O)Nc3ccc(C(N)=O)cc3)ccc12 | -0.6 | -3 | -8 | 0 | -1
23 | COc1cc(C(=O)NCC(=O)N2CCN(S(=O)(=O)c3cc(C)ccc3C)CC2)cc(OC)c1OC | 0.5 | 34 | -8 | 8 | 2
24 | CCC(C)NCCCOc1ccc(Cl)cc1C(C)(C)C (stereo unspecified) | . | -5 | -10 | -6 | -4
25 | COc1ccc(-c2c(C)nn3c(C(F)(F)F)cc(C)nc23)cc1 | 0.2 | . | . | -5 | .
26 | Cc1ccc(C(=O)NNC(=O)c2cccc(S(=O)(=O)N3CCOCC3)c2)cc1 | -0.6 | . | -1 | 12 | .
27 | Cc1c(OCC(=O)NCC2CCC(C(=O)O)CC2)ccc2c3c(c(=O)oc12)CCC3 (stereo unspecified) | -1.2 | 20 | -10 | -7 | -5
28 | CCCCCCn1c(N)c(C(=O)NCCN2CCOCC2)c2nc3ccccc3nc21 | . | 17 | 10 | -7 | -1

cpd | Rv3671c protease | Vc quorum ag | MazF activator | CCHF vOTU inh | Yp Topo-I inh
13 | -26 | . | 14 | 26 | 2
14 | -8 | -0.1 | 3 | 8 | 11
15 | -93 | 0.9 | 2 | 13 | 2
16 | . | -1.3 | 5 | 3 | 0
17 | . | 3.7 | 4 | -1 | 0
18 | -7 | -0.8 | 49 | . | -3
19 | . | -0.4 | . | 21 | -8
20 | 6 | -1.8 | -11 | 3 | 2
21 | 4 | -0.5 | 3 | 1 | 6
22 | 1 | i | 0 | -18 | -2
23 | -6 | -0.4 | 2 | -3 | 25
24 | -3 | -0.1 | 7 | 8 | -5
25 | . | i | 9 | -1 | 10
26 | -6 | i | -2 | -3 | 8
27 | 4 | -0.5 | -12 | 5 | -6
28 | 3 | i | -35 | -36 | 15

# Screening results deposited in PubChem BioAssay by several laboratories.

# A portion of the library; rates above refer to the full screens.
